Screens: PubChem, Broad Institute
C2C12 statin: protects C2C12 myotubes from simvastatin toxicity. 330,000 compounds, 0.78% hits. ATP luminescence, 48 h; scaled: DMSO 0, geranylgeraniol control 100. rescue of ATP level, % at 7.49 µM. AID 602340;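 active = mean ATP rescue above about 67%, or every replicate alone reaching that limit, limit read from the data, passing the limit was not always enough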;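 also: myotubes were challenged with 10 µM simvastatin during compound exposure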
Cneo AK release: causes C. neoformans cell lysis. adenylate kinase release luminescence, 4 h; normalised: neutral wells 0, clomiphene wells 100. lysis activity, % at 15 µM. 360,000 compounds, 0.2% hits. AID 651654;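 active = mean lysis activity across replicates of at least 80%, whatever share of replicates individually reach that level; inactive = mean lysis activity below 80%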
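Material: C. neoformans cells; Schedule: 4 h static compound exposure, 37 °C, read 1 h post-reagent; Measured by: adenylate kinase release luminescence; Read-out: signal increase indicating cell lysis; Controls: Clomiphene as positive lysis control.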
PAX8 inh HTS: PAX8 transcriptional activity inhibition. RMG-I TPO-luciferase reporter, SteadyGlo, 24 h. inhibition, % at 12.6 µM. 360,000 compounds, 1.2% hits. AID 652154;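 active = mean replicate inhibition at least 60% with every replicate also reaching 60%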;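 also: luciferase light reporting Pax8 driven TPO promoter activity; plate controls were median of neutral control wells for no effect and mitoxantrone controls for full effect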
INS-1E GSIS act: primary screen for activators of insulin secretion dependent on glucose, INS-1E cells, GLuc reporter luminescence; INS-1E GLuc reporter insulin secretion, 2-3 h; activation, % at 16.6 µM; 370,000 compounds, 0.61% hits;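 active = lowest replicate activation of at least 40%, so every replicate reaches that level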;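 also: 0% = median of neutral control wells and 100% = median of IBMX positive control wells; some compounds called inactive have numbers as strong as hits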
ARNT TACC3 PPI: disruptors of human ARNT/TACC3 interaction; Q9Y6A5; inhibition, % at 9.99 µM; AlphaScreen His-ARNT PAS-B/GST-TACC3 binding, luminescence; TACC3 fragment carries E629A point mutation; 390,000 compounds, 0.66% hits;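 active = mean inhibition of replicates at least 50% and at least half of replicates each reaching 50%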;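 also: 0% = complete ARNT plus TACC3 wells and 100% = ARNT alone without TACC3; many hits fall short of the cut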
PglD inh: inhibitors of Campylobacter jejuni PglD acetyltransferase; inhibition, % at 12.5 µM; AID 602405; 360,000 compounds, 0.098% hits; purified PglD enzyme, DTNB colorimetric CoA detection; in the data active = inhibition above about 16%, passing the limit was not always enough; also: strong numbers were not always called active
PGC1a acetyl inh: PGC1a acetylation modulation, inhibitor mode | inhibition, % at 15.6 µM | U2OS PGC1a acetylation, AlphaScreen anti-acetyl-lysine; with virally co-expressed GCN5 acetyltransferase | 350,000 compounds, 0.17% hits;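 active = every replicate shows inhibition of at least 40%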;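 also: 0% = neutral control wells and 100% = positive control wells; some results beyond the cut were filed as inactive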
LGR2 antag: inhibitors of bursicon-induced Drosophila LGR2 receptor cAMP signaling; AID 720647; HEK293 LGR2, CRE-luciferase, bursicon-stimulated, 4 h; 380,000 compounds, 0.35% hits; inhibition, % at 9.99 µM;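 active = drop in luminescence signal, shown as inhibition above about 50% in the replicate tests, limit read from the data, passing the limit was not always enough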;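 also: agonist challenge used bursicon conditioned medium at about half maximal strength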
The depositor's hits bear a star; / = not tested or not shown. Rows are unselected. About 2.9% of those tested had a hit in this group.

The opening three records (preview)
smiles,C2C12 statin,Cneo AK release,PAX8 inh HTS,INS-1E GSIS act,ARNT TACC3 PPI,PglD inh,PGC1a acetyl inh,LGR2 antag
CCOC(=O)Cn1nnc(-c2ccc([N+](=O)[O-])cc2)n1,/,/,11,-2,-3,/,2,-21
CCOC(=O)c1c(C)n(CCNC(C)=O)c2ccc(OC)cc12,-2,6,1,/,0,-1,6,/
COc1ccc(-c2ccc(NS(=O)(=O)c3cccc([N+](=O)[O-])c3)cc2)nn1,-12,0,2,5,3,2,/,1

Results, from the first entry:
smiles,C2C12 statin,Cneo AK release,PAX8 inh HTS,INS-1E GSIS act,ARNT TACC3 PPI,PglD inh,PGC1a acetyl inh,LGR2 antag
CCOC(=O)Cn1nnc(-c2ccc([N+](=O)[O-])cc2)n1,/,/,11,-2,-3,/,2,-21
CCOC(=O)c1c(C)n(CCNC(C)=O)c2ccc(OC)cc12,-2,6,1,/,0,-1,6,/
COc1ccc(-c2ccc(NS(=O)(=O)c3cccc([N+](=O)[O-])c3)cc2)nn1,-12,0,2,5,3,2,/,1
COc1ccc(S(=O)(=O)N2CCOCC2)cc1NC(=O)c1ccc(OC(F)F)cc1,3,-3,6,4,-6,1,/,-4
O=C(OCC(=O)N1CCC(Cc2ccccc2)CC1)c1ccccc1F,3,0,-31,-23,-2,3,2,-21
C[C@@H]1CN([C@@H](C)CO)C(=O)Cc2cc(NC(=O)Nc3ccccc3)ccc2O[C@@H]1CN(C)S(=O)(=O)c1ccc(Cl)cc1,14,7,43,3,7,0,4,-16
CCN1CCN(c2cc(C)c3cc(NC(=S)N4CCCC(C)C4)ccc3n2)CC1 (stereo not given),15,-12,-15,-8,16,1,-5,23
CC(OCC(O)CNCC1COc2ccccc2O1)c1ccc(Cl)cc1 (stereo not given),/,/,3,-7,1,/,1,4
Cc1ccc(N2C(=O)C3CCCN3C2=S)cc1 (stereo not given),6,3,18,28,2,2,1,1
COn1c(SC2CCCCC2)nc2ccccc2c1=O,-16,-1,/,9,4,-4,-6,-11
COc1ccc(CN(C)C[C@H]2Oc3ccc(NC(=O)Nc4ccc5c(c4)OCO5)cc3CC(=O)N([C@@H](C)CO)C[C@@H]2C)cc1,2,-2,-5,-14,/,-2,7,4
Cc1[nH]nc2c1C(c1cnn(C)c1)C(C#N)=C(N)O2 (stereo not given),/,/,-5,-3,10,/,2,30
CCOc1cc(C(=O)NC(C)C2CC3CCC2C3)cc(OCC)c1OCC (stereo not given),/,1,-11,-3,/,2,6,-5
Cc1cc(C)c2cc(C)c3nnc(SCC(=O)NCc4ccc5c(c4)OCO5)n3c2c1,6,/,/,2,10,-6,12,3
O=C(Nc1ccc(Cl)c(Cl)c1)c1cccnc1,-11,0,-32,-3,1,1,-2,-35

Later entries.
smiles,C2C12 statin,Cneo AK release,PAX8 inh HTS,INS-1E GSIS act,ARNT TACC3 PPI,PglD inh,PGC1a acetyl inh,LGR2 antag
COc1ccc(C(=O)O)cc1S(=O)(=O)N1CCN(Cc2ccc3c(c2)OCO3)CC1,0,1,8,-9,-5,2,9,-8
COc1ccc(NC(=O)NCc2ccccc2F)cc1OC,-1,/,-6,-2,-4,/,/,-28
COc1ccccc1C#Cc1cnc2c(c1)C(=O)N([C@H](C)CO)C[C@H](C)[C@H](CN(C)C(=O)CN(C)C)O2,6,0,/,14,4,0,-1,0
C[C@@H]1CN([C@H](C)CO)C(=O)Cc2cc(NC(=O)C3CC3)ccc2O[C@@H]1CN(C)Cc1ccc(-c2ccccc2)cc1,24,3,19,-10,7,-2,-5,-6
O=[N+]([O-])c1ccc(CS(=O)(=O)c2ncn[nH]2)cc1,4,0,2,4,-9,-3,3,7
CCCSc1ncnc2c1oc1ccccc12,5,-1,/,/,-4,-1,-8,/
O=C(Nc1ccc(Cl)cc1)N[C@@H]1c2c(ccc3ccccc23)OC[C@@H]1CO,4,-3,/,-33,1,0,/,20
CCOC(=O)C(O)(NC(=O)c1cccnc1)C(F)(F)F (stereo not given),10,2,/,/,-8,2,44,/
C[C@H]1CN([C@@H](C)CO)C(=O)c2cc(NC(=O)CCC(F)(F)F)ccc2O[C@@H]1CN(C)Cc1ccccc1,6,1,2,14,-5,0,10,9
Cc1ccc(-c2ccc([C@@H]3[C@@H](CO)N4CCCCN(C(=O)Nc5ccccc5)C[C@@H]34)cc2)cc1,/,4,-12,-22,9,0,-5,8
COCC(=O)Nc1ccc2c(c1)C(=O)N(C)C[C@H](OC)[C@@H](C)CN(C(C)=O)[C@H](C)CO2,19,44,/,6,8,-3,-5,4
O=c1nc(SCc2c(F)cccc2Cl)nc(-c2ccc(Cl)cc2)[nH]1,/,/,5,1,-10,/,/,0
CC1(/[N+]([O-])=C\c2ccccc2F)CCCCC1=O (stereo not given),/,/,6,-2,-4,/,-7,-1
O=C(NCC[C@H]1CC[C@@H](NS(=O)(=O)c2ccc(F)cc2)[C@H](CO)O1)Nc1ccc(F)cc1,5,-2,-16,-4,-2,2,8,13
CC(C)c1ccc(/C=N/n2cnnc2)cc1,-3,/,-8,8,4,/,5,-4

The list goes on:
smiles,C2C12 statin,Cneo AK release,PAX8 inh HTS,INS-1E GSIS act,ARNT TACC3 PPI,PglD inh,PGC1a acetyl inh,LGR2 antag
COc1ccc(CN(C)C(=O)CNC(=O)c2ccc3ccccc3c2)c(OC)c1,2,1,-91,-21,9,-3,/,20
C[C@@H]1CN([C@@H](C)CO)C(=O)c2c(c3ccccc3n2C)-c2ccccc2CO[C@@H]1CN(C)C(=O)[C@@H]1CCCN1C,-15,-4,-10,6,4,2,-9,19
COc1cccc(/C=C/C(=O)Nc2ccc(OC)nc2)c1,/,-2,-55,9,4,-9,-5,-42
COc1ccccc1C(=O)NC(CCSC)C(=O)OCC(=O)N1CCN(S(=O)(=O)c2ccc(C)cc2)CC1 (stereo not given),2,1,6,-37,/,1,3,9
COc1ccc([N+](=O)[O-])cc1NC(=O)Cc1noc2ccccc12,0,1,7,4,0,5,2,-7
Cc1ccc(SCCOCCN2CC(C)OC(C)C2)cc1 (stereo not given),5,-3,-5,19,-7,1,2,-4
O=C(NCc1ccccn1)C1CC(c2ccccc2O)=NO1 (stereo not given),/,/,4,11,11,/,/,-7
CN(C1CCCCC1)S(=O)(=O)c1ccc(S(=O)(=O)N(CC(=O)Nc2ccccc2)C2CC2)cc1,-16,-1,13,-27,-3,-3,-9,8
CO[C@H]1CN(C)C(=O)c2cc(NC(=O)C3CCCC3)ccc2OC[C@H](C)N(C(=O)CC2CC2)C[C@H]1C,0,44,/,3,7,5,6,-13
COC(=O)c1ccc2c(c1)nc(C)n2CCO,-6,1,/,/,-9,4,-7,/
Cc1onc(-c2ccccc2)c1C(=O)Nc1nc(-c2cc(F)ccc2F)cs1,-114,-2,-15,/,-2,-5,-15,/
C[C@@H]1CN([C@H](C)CO)C(=O)c2cc(NC(=O)Nc3cccc4ccccc34)ccc2O[C@@H]1CN(C)S(=O)(=O)c1ccc(Cl)cc1,35,-12,/,-4,6,-1,-16,8
CCOc1ccc(C(C)NC(=O)CCC(=O)O)cc1 (stereo not given),-4,1,/,/,-4,6,1,/
CSc1ccc(-c2nc(CSCC(=O)N3CCOCC3)c(C)o2)cc1,-2,-1,-42,-7,5,-2,-6,-6
CCOc1ccc(CCNC(=O)CN(C)S(=O)(=O)c2cccc3nsnc23)cc1OCC,-2,-1,/,8,-11,/,-42,/

More records follow:
smiles,C2C12 statin,Cneo AK release,PAX8 inh HTS,INS-1E GSIS act,ARNT TACC3 PPI,PglD inh,PGC1a acetyl inh,LGR2 antag
CCCc1cc(=O)[nH]c(SCC(=O)c2c[nH]c3ccccc23)n1,8,5,32,-9,-5,1,-3,-10
Cc1ccccc1NC(=O)Nc1cccs1,-18,5,/,-7,8,1,-9,-13
CO[C@@H]1CN(C)C(=O)c2cc(NC(=O)CC(F)(F)F)ccc2OC[C@H](C)N(C(=O)c2ccccc2F)C[C@H]1C,/,/,-29,9,/,/,5,2
CC/C(=N/Nc1ccccc1)c1cnnc(-c2ccccc2)n1,-11,-4,/,/,0,-14,6,/
CS(=O)(=O)Nc1ccc(C(=O)NCc2cccnc2)cc1,6,-2,/,-53,-3,6,16,-16
Cc1c(NC(=O)c2cnn3c2NC(c2ccc(Br)cc2)CC3C(F)(F)F)c(=O)n(-c2ccccc2)n1C (stereo not given),/,2,0,/,2,-1,/,/
CC(C)(C)SCCNC(=O)c1ccc(NS(C)(=O)=O)cc1,4,3,/,10,3,7,-11,-15
CO[C@H]1CN(C)C(=O)c2cc(NC(C)=O)ccc2OC[C@@H](C)N(C(=O)CN(C)C)C[C@H]1C,11,4,1,-13,/,4,/,-17
Nn1c(Nc2ccccc2)nc2ccccc21,-22,-35,/,/,-1,-2,0,/
CC(=O)OC1[C@H](Oc2c(O)c(C)c3c4c2[C@@H](C)CC[C@@H]4[C@@H](C)C[C@@H]3C=C(C)C)OC[C@@H](O)[C@@H]1O (stereo not given in full),6,0,5,/,7,-1,-7,14
Cc1cccc(C(=O)N2CC3(C)CC2CC(C)(C)C3)c1 (stereo not given),/,0,/,6,-7,6,/,9
Cc1ccccc1NC(=O)c1[nH]cnc1C(=O)NN,14,-1,-4,/,42,-5,-1,-11
OCCC1CN(CC2CC2)CCN1Cc1ccc(F)c(F)c1 (stereo not given),-5,8,19,1,27,-4,-6,16
Cc1ccc(-c2cnc3c(c2)C(=O)N([C@H](C)CO)C[C@H](C)[C@@H](CN(C)Cc2ccccc2C(=O)O)O3)cc1,1,-2,/,8,-1,-2,5,-9
O=c1[nH]c2ccc(S(=O)(=O)Nc3ccccc3O)cc2[nH]1,6,-1,-20,0,0,0,-2,-4

Later entries
smiles,C2C12 statin,Cneo AK release,PAX8 inh HTS,INS-1E GSIS act,ARNT TACC3 PPI,PglD inh,PGC1a acetyl inh,LGR2 antag
CCOC(=O)c1ccc(NC(=O)COc2ccc(-n3cnnn3)cc2)cc1,1,2,/,/,-6,0,/,/
Cn1cc(CNC(=O)CC2C(=O)NCCN2CC(C)(C)C)cn1 (stereo not given),9,-1,-13,5,15,-6,/,0
COc1ccccc1OCc1nc(C#N)c(N2CC(C)CC(C)C2)o1 (stereo not given),12,-3,18,0,23,-11,-4,-4
Cc1ccc(S(=O)(=O)Nc2ccc3c(c2)CC(=O)N([C@@H](C)CO)C[C@@H](C)[C@@H](CN(C)S(C)(=O)=O)O3)cc1,12,-3,-2,6,-14,2,-5,-7
Cc1ccccc1Oc1cc(NC(=O)Cn2cnc([N+](=O)[O-])c2)cc([N+](=O)[O-])c1,/,/,28,-35,0,/,/,18
CC(O)(c1ccccc1)c1nc(-c2ccc3c(c2)OCO3)cs1 (stereo not given),6,-2,-45,-9,/,5,-6,-35
O=C(C[C@H]1C[C@H]2c3cc(NC(=O)C4CCC4)ccc3O[C@H]2[C@@H](CO)O1)NCc1ccccn1,4,0,-21,17,-5,0,0,2
O=C(Nc1cccc2c1CCCC2)c1ccc(Br)o1,3,-5,/,0,/,4,-9,3
COc1ccc(OC)c(/C=N\NC(=O)c2ccc(COc3ccc(C)cc3[N+](=O)[O-])o2)c1,/,/,-10,10,2,/,2,-8
CCC1=C(c2cc(OC)c(OC)c(OC)c2)C2(CCCC2)C(=O)O1,-7,-1,0,-14,9,4,-2,8
OCCNc1c2ccccc2nc2ccccc12,/,/,4,-7,4,/,23,36
c1ccc(COc2ccc(OCCCn3cncn3)cc2)cc1,5,-3,/,/,1,-2,8,/
CCC1COCCS(=O)(=O)N1Cc1ccc(F)cc1 (stereo not given),1,-2,13,/,-2,5,/,14
C[C@@H]1CCCCO[C@H](CN(C)C(=O)CCCN(C)C)[C@@H](C)CN([C@H](C)CO)C(=O)c2cc(NC(=O)c3ccncc3)ccc2O1,/,-1,-13,41,-3,-2,-9,-25
